RGS4-Gao reg – modulates binding of RGS4 to human Galphao; P09471; AID 1415; binding response (% of control), % at 10 µM; Multiplexed bead flow cytometry; actives lie on both sides; 220,000 tested, 0.33% active; in the data active means binding response below about 49% or above about 150%; inactive means in between;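 further: fluorescent Galphao activated with aluminum fluoride binding bead-coupled RGS4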
RGS8-Gao reg – regulators of human RGS8-Galphao interaction; multiplexed bead flow cytometry, RGS8-Galphao binding; actives lie on both sides; response (percent of control binding), % at 10 µM; 220,000 tested, 0.34% active; P09471; in the data active means response below about 60% or above about 140%; inactive means in between;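 further: Galphao activated as the GDP aluminium fluoride complex binding bead-coupled RGS8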
Mcl1 Noxa PPI – Mcl-1/Noxa interaction inhibition | TR-FRET Mcl-1/Noxa peptide binding, 2 h | inhibition, % at 21.7 µM | 220,000 tested, 1.5% active | AID 1022;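 active means compounds that cut the protein-peptide binding signal by more than 50% relative to plate controls in a single-dose test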;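 further: His-tagged Mcl-1 with rhodamine Noxa BH3 peptide and terbium anti-His antibody; 0% = Mcl-1 plus Noxa peptide wells and 100% = peptide-only wells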
Bfl-1 Bim block – inhibitors of Bim-Bfl-1 interaction, human | 190,000 tested, 0.12% active | Bead-based flow cytometry, Bim-Bfl-1 binding inhibition | Q16548 | inhibition, % at 10 µM;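 further: 0% = wells without compound plus tracer and 100% = blocker peptide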
Mcl1-Bid inh – Mcl-1/Bid interaction inhibition | Q07820 | TR-FRET Mcl-1/Bid-Dy647 peptide binding, 1536-well | inhibition, % at 21.7 µM | 220,000 tested, 0.97% active;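 active means compounds that cut the binding signal by more than half at the single screening dose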;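 further: His-tagged Mcl-1 with europium anti-His antibody binding Bid BH3 peptide; 0% = Mcl-1 plus peptide wells and 100% = peptide-only wells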
Bim-Bcl-W – human Bim-Bcl-W interaction inhibition; Q92843; bead-based flow cytometry, Bim peptide-Bcl-W binding; inhibition, % at 10 µM; 190,000 tested, 0.02% active;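 further: 0% = bound tracer without compound and 100% = peptide blocker; higher means less fluorescent Bim peptide bound to Bcl-W beads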
Target sequence (Q92843 whole entry, looked up): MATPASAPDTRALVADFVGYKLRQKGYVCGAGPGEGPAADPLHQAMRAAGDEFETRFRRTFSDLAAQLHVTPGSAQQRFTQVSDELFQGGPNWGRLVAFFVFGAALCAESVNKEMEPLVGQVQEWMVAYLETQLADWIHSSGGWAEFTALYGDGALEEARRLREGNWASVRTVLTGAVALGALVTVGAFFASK
RGS7-Gao – modulates binding of RGS7 to human Galphao | 220,000 tested, 0.35% active | binding response (% of control), % at 10 µM | Multiplexed bead flow cytometry; actives lie on both sides; in the data active means binding response below about 49% or above about 150%; inconclusive means no clear call, values can overlap the other calls; inactive means in between;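 further: fluorescent Galphao held in activated GDP-AlF4 state binding bead-coupled RGS7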
Mcl-1 Bim block – human Bim-Mcl-1 interaction inhibition; Bead-based flow cytometry, Bim peptide-Mcl-1 binding; inhibition, % at 10 µM; 190,000 tested, 0.1% active; AID 1009;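 further: 0% = no compound tracer wells and 100% = peptide blocker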
Bcl-B Bim block – disrupts Bim peptide binding to human Bcl-B; inhibition, % at 10 µM; bead-based flow cytometry; 190,000 tested, 0.073% active; Q9HD36;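 further: 0% = tracer peptide without compound and 100% = reference inhibitor peptide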
Target sequence (Q9HD36 whole entry, looked up): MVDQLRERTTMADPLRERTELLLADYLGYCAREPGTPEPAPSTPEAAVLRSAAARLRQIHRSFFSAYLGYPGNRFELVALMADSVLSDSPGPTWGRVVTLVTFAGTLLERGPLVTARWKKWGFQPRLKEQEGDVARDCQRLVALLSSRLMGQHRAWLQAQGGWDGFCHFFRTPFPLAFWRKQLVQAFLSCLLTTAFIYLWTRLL
Bcl-2 Bim block – human Bim-Bcl-2 interaction inhibition | P10415 | Bead-based flow cytometry, Bim peptide-Bcl-2 binding | inhibition, % at 10 µM | 190,000 tested, 0.06% active; in the data active means inhibition above about 40%; inconclusive means no clear call, values can overlap the other calls;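 further: 0% = no compound wells with probe peptide and 100% = reference peptide inhibitor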
Target sequence (P10415 whole entry, looked up): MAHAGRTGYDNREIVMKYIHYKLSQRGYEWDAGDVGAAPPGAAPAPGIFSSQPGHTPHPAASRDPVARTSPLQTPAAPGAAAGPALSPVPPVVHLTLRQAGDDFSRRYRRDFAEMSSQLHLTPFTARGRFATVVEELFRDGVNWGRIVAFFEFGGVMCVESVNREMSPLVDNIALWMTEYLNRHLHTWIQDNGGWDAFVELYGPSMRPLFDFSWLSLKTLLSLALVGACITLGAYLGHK
Bcl-XL Bim block – disrupts Bim peptide binding to human Bcl-XL; inhibition, % at 10 µM; bead flow cytometry, fluorescence; AID 1007; 190,000 tested, 0.04% active
Target sequence (Q07817 whole entry, looked up): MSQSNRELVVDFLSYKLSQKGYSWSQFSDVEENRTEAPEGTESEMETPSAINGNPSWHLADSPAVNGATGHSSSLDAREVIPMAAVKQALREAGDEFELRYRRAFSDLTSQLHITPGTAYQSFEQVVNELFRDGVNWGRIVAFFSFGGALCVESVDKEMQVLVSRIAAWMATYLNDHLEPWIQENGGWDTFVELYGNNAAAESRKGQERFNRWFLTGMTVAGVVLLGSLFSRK
Starred values were filed as active, the others as inactive; ? = inconclusive; · = not tested or not shown. Unless noted, no stated cut-off is given here; in the data, active means inhibition above about 40%.

SMILES	RGS4-Gao reg	RGS8-Gao reg	Mcl1 Noxa PPI	Bfl-1 Bim block	Mcl1-Bid inh	Bim-Bcl-W	RGS7-Gao	Mcl-1 Bim block	Bcl-B Bim block	Bcl-2 Bim block	Bcl-XL Bim block
Cc1ccc(C)c(NC(=S)NC(NC(=O)Cc2cccc3ccccc23)C(Cl)(Cl)Cl)c1 (centres undefined)	91.3	95.7	-10.3	-14.0	-36.0	-3.0	93.4	-6.0	-7.0	-7.0	-10.0
CN(C)c1ccnc(-n2cccc2/C=N/OCc2ccc(F)cc2Cl)c1C#N	100.4	101.9	19.1	-14.0	13.3	0.0	101.6	-1.0	-9.0	-7.0	-7.0
COc1ccc(S(=O)(=O)NC(C)CCc2ccccc2)cc1 (centres undefined)	99.7	103.0	6.2	-5.0	-12.7	-5.0	?	-4.0	-4.0	-10.0	-4.0
N/C(=N\OC(=O)c1cccs1)c1ccc(Cl)cc1	94.5	97.2	-5.8	·	-12.7	·	?	·	·	·	·
CC1=Nc2ccccc2N=C(NC(=O)CSc2nnnn2-c2ccccc2)C1c1ccccc1 (centres undefined)	98.5	101.4	1.9	0.0	-32.8	-3.0	96.9	-2.0	0.0	0.0	-1.0
O=C(Cc1ccccc1)NC1CCN(S(=O)(=O)c2cccc(F)c2)CC1	85.5	88.7	-11.2	4.0	-30.4	2.0	91.8	2.0	1.0	6.0	7.0
O=C(COc1ccc2c3c(c(=O)oc2c1)CCC3)NC1CCCCC1	96.8	98.6	-8.8	-4.0	2.2	1.0	102.9	0.0	-2.0	0.0	3.0
O=C(c1cccs1)N(Cc1ccco1)C1CCS(=O)(=O)C1 (centres undefined)	101.8	99.5	12.0	-14.0	-37.4	-1.0	102.4	0.0	-9.0	-10.0	0.0
CN(C)c1ccc(/C=N/NC(=O)CNC(=O)c2ccco2)cc1	107.2	104.1	35.4	-4.0	-16.0	0.0	107.4	-2.0	-5.0	-4.0	-2.0
O=C(O)c1c(-n2cccc2)sc2c1CCCC2	89.6	92.0	14.2	-4.0	-17.6	-1.0	89.1	-3.0	0.0	-5.0	-1.0
CCC1=C2CC[C@H]3C(=O)N(c4ccccc4)C(=O)[C@H]3[C@H]2[C@@]2(C)C(=NCc3ccccc3)OC(=O)N2C1=O	101.9	103.9	0.3	·	-23.2	·	?	·	·	·	·
CSc1nc(N2CCOCC2)c2c(c1C#N)CC(C)(C)OC2	104.8	103.0	-9.7	-5.0	3.1	1.0	104.8	0.0	-5.0	-1.0	0.0
COC(=O)CC1=C(C(=O)OC)C(c2cc(OC)c(OC)cc2OC)C(C#N)=C(N)O1 (centres undefined)	102.2	102.2	1.2	-12.0	-8.6	0.0	99.6	-5.0	-9.0	-14.0	-5.0
CC1CN(C(=O)c2cccc(S(=O)(=O)Nc3ccc(Cl)cc3)c2)CC(C)O1 (centres undefined)	103.0	102.0	5.3	-5.0	-13.4	0.0	?	1.0	0.0	-2.0	0.0
COc1cc(C)c(Cl)cc1S(=O)(=O)NC1CC(C)(C)NC(C)(C)C1	106.8	103.7	3.6	-3.0	-8.7	0.0	101.2	0.0	-2.0	1.0	0.0
COc1ccc(CCNC(=O)CCSc2nc(-c3ccco3)cc(C(F)(F)F)n2)cc1OC	97.7	102.2	0.5	3.0	12.8	0.0	100.6	-2.0	-1.0	0.0	-1.0
Cc1ccc(Cl)cc1NC(=O)COC(=O)C1CC1	102.6	89.8	10.0	-5.0	5.6	0.0	98.8	0.0	-2.0	0.0	0.0
CCCNC(=S)Nc1ccc(CC(=O)OC)cc1	101.0	103.7	1.8	-1.0	-38.2	0.0	101.4	5.0	-6.0	-4.0	0.0
CN(C)c1nc(Nn2cnnc2)nc(N(C)C)n1	98.0	101.4	2.9	·	-15.5	·	?	·	·	·	·
O=C1CC(Nc2ccc(N3CCOCC3)cc2)C(=O)N1c1cccc(C(F)(F)F)c1 (centres undefined)	101.0	99.3	46.7	1.0	53.0*	1.0	97.1	-4.0	-14.0	-7.0	-6.0
O=C(Nc1ccccc1Cl)Oc1ccc(-c2ccccc2)cc1	97.4	95.9	8.3	·	-59.7	·	?	·	·	·	·
CC(C)CNC(=S)NC(=O)c1ccc([N+](=O)[O-])cc1	96.5	91.2	15.4	-12.0	-35.9	-2.0	104.0	-5.0	-12.0	-10.0	-7.0
Cn1c(N)c(C(=O)CN2CCc3ccccc3C2)c(=O)n(C)c1=O	108.1	105.0	1.1	4.0	-14.2	5.0	109.6	1.0	1.0	3.0	1.0
O=C1c2ccccc2C2=Nc3ccccc3SC(c3ccccc3F)C12 (centres undefined)	95.6	101.1	-4.8	-2.0	-9.1	-5.0	98.6	0.0	3.0	-2.0	0.0
COc1cccc2c(=O)n(CC(=O)N3CCCc4ccccc43)ccc12	103.3	103.7	12.2	-8.0	-5.1	0.0	101.1	0.0	-4.0	-8.0	-2.0
Later entries.
SMILES	RGS4-Gao reg	RGS8-Gao reg	Mcl1 Noxa PPI	Bfl-1 Bim block	Mcl1-Bid inh	Bim-Bcl-W	RGS7-Gao	Mcl-1 Bim block	Bcl-B Bim block	Bcl-2 Bim block	Bcl-XL Bim block
Cc1ccc(S(=O)(=O)CCN2CCC(n3cccc3)CC2)cc1	103.5	101.7	29.8	·	-48.3	·	?	·	·	·	·
Fc1ccc(Cn2cnc3ccccc32)cc1	107.5	100.3	1.8	-3.0	-28.0	0.0	106.5	-2.0	0.0	-2.0	-1.0
COc1ccc([C@@]2(O)c3c(ccc(CC=C(C)C)c3O)NC(=O)[C@@H]2OC)cc1	85.8	90.3	10.8	·	-85.5	·	?	·	·	·	·
CCc1cccc2c(C(=O)C(F)(F)F)cn(CC(=O)NCC3CCCO3)c12 (centres undefined)	96.8	98.5	14.6	-4.0	-11.6	-4.0	96.1	-1.0	-4.0	-3.0	-2.0
O=c1[nH][nH]c(C(F)(F)F)c1C=Nc1ccc(Cl)cc1	93.4	98.4	8.3	-2.0	-17.1	-1.0	97.2	-3.0	0.0	-2.0	-1.0
CCOc1ccc(NC(=O)CCS(=O)(=O)c2ccc3c(c2)CCCN3C(C)=O)cc1	94.9	96.7	35.2	-8.0	-25.6	1.0	97.5	-1.0	-8.0	-8.0	-13.0
CCOC(=O)N1CCN(C(=O)Cc2ccc(C)cc2)CC1	100.1	101.5	-7.7	-18.0	-20.4	-2.0	98.0	-1.0	-7.0	-17.0	-6.0
O=C(c1ccc(-n2cccc2)cc1)N1CCOCC1	114.0	98.7	-16.0	5.0	-86.9	1.0	108.5	-1.0	0.0	-1.0	3.0
COc1ccccc1NC(=O)CSc1nnnn1Cc1ccccc1	101.7	100.0	14.4	-19.0	11.1	-2.0	100.2	-3.0	-8.0	-9.0	-7.0
COc1ccc(-c2nnc(NC(=O)c3cc(Cl)ccc3Cl)o2)cc1	100.7	98.3	-80.0	-11.0	-62.5	-1.0	105.0	0.0	-6.0	-7.0	-4.0
Cc1ccc(CN(C)C(=O)CC2C(=O)NCCN2CC2CCCCC2)cc1 (centres undefined)	105.8	102.0	7.1	0.0	-41.3	1.0	109.4	-1.0	-1.0	2.0	-1.0
Cc1nc2sc3c(c2c2nc(-c4ccco4)nn12)CCCC3	103.0	103.6	-4.0	-11.0	-10.9	2.0	103.2	5.0	0.0	0.0	-1.0
COC(=O)Cc1c(C)[nH]n(-c2cc(Cl)cc(Cl)c2)c1=O	99.2	100.5	11.6	-2.0	-59.1	-3.0	97.3	0.0	-2.0	0.0	-2.0
COCCN1C(=O)C(O)=C(C(C)=O)C1c1ccc(OC)c(OC)c1 (centres undefined)	91.6	94.8	6.0	-11.0	-64.7	1.0	95.0	2.0	-2.0	0.0	-2.0
O=C(O)c1[nH]c2ccc([N+](=O)[O-])cc2c1-c1ccccc1	111.7	103.7	11.6	·	-21.9	·	?	·	·	·	·
N/C(=N\OC(=O)COc1ccc2ccccc2c1)c1ccccn1	104.3	104.4	1.1	-4.0	-35.3	0.0	105.0	-3.0	-8.0	-8.0	-6.0
Cc1ccccc1OCCn1cc(/C(N)=N/O)c2ccccc21	103.8	104.5	17.5	0.0	-5.5	0.0	104.3	-1.0	0.0	0.0	1.0
CC(=O)N1CCN(c2ccc(NCc3ccc(C)s3)cc2)CC1	102.8	97.8	33.8	5.0	-28.3	8.0	97.4	1.0	5.0	-1.0	0.0
Cc1ccc2[nH]c(=O)c(CN(Cc3ccco3)C(=O)c3cccs3)cc2c1	102.1	100.8	4.6	-19.0	0.7	1.0	97.5	-1.0	-4.0	-11.0	-6.0
O=C(Nc1ccc2c(c1)OCCO2)NC1CCCCC1	101.1	104.0	10.2	-11.0	-4.6	0.0	102.9	0.0	-8.0	-6.0	-3.0
CCN(CC)c1ccc(C2C(C(=O)OCCOC)=C(C)NC3=C2C(=O)CCC3)cc1 (centres undefined)	97.3	99.7	42.2	-9.0	-12.7	3.0	96.1	1.0	-7.0	-9.0	-2.0
N#Cc1nc(-c2ccccc2F)oc1NC1CCCCC1	101.3	101.6	16.3	-11.0	-25.6	3.0	98.3	0.0	-5.0	-7.0	-1.0
O=C(O)CN1C(=O)SC(Nc2ccccc2C(=O)O)C1=O (centres undefined)	100.0	99.7	29.9	-17.0	32.7	-5.0	98.8	-6.0	-13.0	-10.0	-8.0
O=C(O)Cc1csc(Nc2cccc(Cl)c2)n1	106.7	102.3	22.0	-2.0	-13.5	-5.0	108.8	-4.0	-4.0	-3.0	-4.0
O=C(c1cc(=O)c2ccccc2o1)N1CCN(c2cccc(Cl)c2)CC1	96.3	97.3	7.9	-8.0	-8.5	3.0	?	2.0	0.0	-3.0	0.0
Following part:
SMILES	RGS4-Gao reg	RGS8-Gao reg	Mcl1 Noxa PPI	Bfl-1 Bim block	Mcl1-Bid inh	Bim-Bcl-W	RGS7-Gao	Mcl-1 Bim block	Bcl-B Bim block	Bcl-2 Bim block	Bcl-XL Bim block
COC(=O)c1cc(C)ccc1OCc1ccc([N+](=O)[O-])cc1	98.2	100.0	-5.3	·	-21.4	·	?	·	·	·	·
Cc1ccc(-c2nc(CN(C)Cc3cccc4cnccc34)c(C)o2)s1	107.0	102.3	10.7	-7.0	-24.9	-3.0	108.8	-4.0	-5.0	-5.0	-4.0
CC(=O)N=C1SC2CS(=O)(=O)CC2N1c1ccc(-c2nc3ccc(C)cc3s2)cc1 (centres undefined)	91.8	97.6	-51.1	-13.0	-49.9	-6.0	90.5	-1.0	-3.0	-2.0	-8.0
CCCCCCCSc1nnc(N)s1	103.9	104.6	9.3	·	16.2	·	?	·	·	·	·
CCN(C(=O)c1cnc(NC(C)C)cc1C(F)(F)F)c1ccc(Cl)cc1Cl	99.3	100.4	22.1	·	-2.6	·	?	·	·	·	·
Cc1cccc(N=C2NC(=O)/C(=C3/C(=O)N(C)c4ccccc43)S2)c1C	101.2	101.3	43.8	-12.0	-11.1	0.0	100.5	-1.0	-7.0	-14.0	-7.0
CCOC(=O)C1=C(c2ccccc2)OC(N)=C(C#N)C1c1ccc(Cl)s1 (centres undefined)	102.7	99.9	13.6	0.0	-2.9	-3.0	102.3	0.0	-6.0	1.0	-5.0

Compounds as they come; overall some 2.7% were active at least once.
